# Source: PubChem BioAssay
# NTMT1 inhibitor: NTMT1 methyltransferase inhibition. Potency, µM (titrated, usually from 114 µM), for inactives: at the highest dose activity change, negative = inhibition, hits mostly inhibitors. NTMT1 MTase-Glo SAH luminescence, purified enzyme. AID 1645870. Q9BV86. hit rate 2.5% among 59,000; active means well fitted inhibition curve with a large enough effect; inconclusive means small, poorly fitted or top-dose-only effect;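 further: plate controls were DMSO vehicle for no effect and no enzyme for full effect; nearly all actives have a fitted effect of over 65% in size; many of its hits are not listed in these tables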
# Target sequence (Q9BV86 whole entry, looked up): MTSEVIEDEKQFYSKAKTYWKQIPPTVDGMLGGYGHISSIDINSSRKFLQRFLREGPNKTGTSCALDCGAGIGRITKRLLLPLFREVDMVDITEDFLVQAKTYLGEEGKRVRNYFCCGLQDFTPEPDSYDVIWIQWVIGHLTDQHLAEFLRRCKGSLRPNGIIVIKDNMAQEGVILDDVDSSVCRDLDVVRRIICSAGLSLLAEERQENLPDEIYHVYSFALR
# * = called active by the depositor; ? = inconclusive; & = joins results of further samples; [ ] = remark or other dose. Potency means the concentration at half of the fitted maximal effect. This is a subset; the hit share may differ from the screen's.
no.	canonical_smiles	NTMT1 inhibitor
1	O=C(NCCc1nc2ccccc2n1CCOc1cc(F)ccc1F)C1CCCCC1	11.5%
2	Cc1c(P(=S)(c2ccccc2)c2ccccc2)c2ccccc2n1C(=O)NCc1ccccc1	8.1%
3	CC(C)(C)OC(=O)N1CCN(c2ncc(NCc3ccc(-c4ccc(C#N)cc4)o3)cn2)CC1	7.3%
4	CC(C)c1ccccc1-c1nc(NCc2ccc(-c3cccnc3)cc2)c2sccc2n1	9.2%
5	O=[S+]([O-])(c1c(F)cccc1F)N1CCN([S+](=O)([O-])c2cccc3nonc23)CC1	-0.8%[57.5 µM]
6	O=S1(=O)N=C(Oc2cccc(C(F)(F)F)c2)c2ccccc21	13.6%
7	COc1ccc(-c2nc3ccc(Cl)cc3c(=O)n2Cc2ccccc2)cc1COc1ccc(NC(C)=O)cc1	26.6%
8	O=[N+]([O-])c1ccccc1S(=O)(=O)Nc1cccc2cccnc12	15.9%
9	O=C1CCCC2=C1C(c1cccc(Cl)c1)N=C(Nc1nc3ccccc3o1)N2 (stereo not given)	8.9%
10	COc1ccccc1C1=Nn2c(COc3ccccc3)nnc2SC1	1.0%[57.5 µM]
11	COc1ccc(N2C(=O)c3ccccc3S2(=O)=O)cc1	-1.0%
12	OC(c1ccccc1)(c1ccccc1)c1cnc2ccccn12	5.5%[57.5 µM]
13	CCOc1ccc(C(=O)Nc2ccc(-c3nc4ccccc4o3)cc2)cc1[N+](=O)[O-]	-14.1%
14	CCOC(=O)CCC(=O)Nc1ncnc2c1C(c1ccccc1)c1c(ccc3ccccc13)O2 (stereo not given)	21.3%
15	Cc1ccccc1S(=O)(=O)N1CCN(S(=O)(=O)c2ccc3c(c2)OCCO3)CC1	2.9%
16	C[C@@H]1CCN(C(=O)CC#N)C[C@@H]1N(C)c1ncnc2[nH]ccc12	-19.2%&1.8%
17	COc1cccc(CNc2ccc([S+](=O)([O-])Nc3ccccc3)cc2)c1Cl	16.7%
18	Cc1ccc(S(=O)(=O)Nc2cnccc2C(=O)NCc2ccccc2)cc1	1.8%[57.5 µM]
19	COc1cc(CNc2ncnc3ccc(-c4c(C)noc4C)cc23)cc(OC)c1OC	7.3%
20	NC1CCN(c2nc(-c3ccc(Br)cc3)cs2)CC1	?
21	Cc1nc(NC2CCCCC2)c2nc(-c3ccccc3)n(C(C)CN(C)C)c2n1 (stereo not given)	-17.9%
22	CCOc1ccc(Cc2cc([C@@H]3O[C@H](CO)[C@@H](O)[C@H](O)[C@H]3O)ccc2Cl)cc1	12.6%
23	COc1cc(O)c(C(CC(=O)N2CCCC(C(F)(F)F)C2)c2ccc3c(c2)OCO3)c(OC)c1 (stereo not given)	9.5%
24	Cc1cc2c(s1)c1cnn(Cc3cc(F)c(F)cc3F)c(=O)c1n2C	17.2%
25	NCCCC[C@H](N)C(=O)Nc1ccc(Cl)cc1C(=O)c1ccc[nH]1	-13.0%
26	Cc1ccc(-c2ccc(=O)n(CC(=O)N(C)C(C)c3ccco3)n2)cc1 (stereo not given)	-28.2%
27	CC(C)(C#CCSc1nnc(-c2cccc3ccccc23)o1)OC(=O)c1ccc(F)cc1	4.9%
28	FC(F)(F)c1ccccc1-c1nccc(NCc2ccc(-c3cccnc3)cc2)n1	15.7%
29	O=S(=O)(Nc1ccc(O)c2ncccc12)c1ccccc1F	?
30	FC(F)(F)c1cc(Cl)cc(-c2ccc(CNc3nc(-c4ccccc4C(F)(F)F)nc4ccccc34)cc2)c1	19.9%
31	Brc1cnc2nc(SCc3ccncc3)[nH]c2c1	18.3%
32	COc1ccc2nc(-c3ccc(N(C)C)cc3)sc2c1	-9.7%[57.5 µM]
33	O=C(NO)c1cnc(N2C[C@H]3C[C@@H]2CN3c2cc(C(F)(F)F)ccn2)nc1	1.4%
34	O=C(Cc1ccc(Cl)c(Cl)c1)Nc1ccc([S+](=O)([O-])Nc2ccc([N+](=O)[O-])cc2)cc1	-5.2%[57.5 µM]
35	CC(=O)NC1CCN(c2nc(-c3ccc(Br)cc3)cs2)CC1	-8.5%[57.5 µM]
36	COc1cc(Cl)ccc1C(=O)Nc1nc(-c2ccccc2)cs1	7.7%[57.5 µM]
37	O=C(Nc1sc2c(c1-c1nc3ccccc3s1)CCNC2)C(F)(F)F	?
38	FC(F)(F)c1ccccc1-c1nc(NCc2ccc(-c3ccc(Cl)cc3)cc2)c2ccccc2n1	18.4%
39	O=S(=O)(c1cccc(C(F)(F)F)c1)N1CCN(S(=O)(=O)c2ccc3c(c2)OCCO3)CC1	3.6%
40	O=C1CN(S(=O)(=O)c2ccc3c(c2)OCCO3)CCN1S(=O)(=O)c1c(F)cccc1F	14.4%
41	O=C(O)c1ccc2c(c1)C(=O)N([C@H](Cc1ccc(O)cc1)C(=O)O)C2=O	8.3%
42	COc1cccc(C2c3c(ncn(-c4ccccc4-c4ccccc4)c3=N)Oc3ccc4ccccc4c32)c1 (stereo not given)	6.4%
43	Cc1ccc(S(=O)(=O)Nc2cnccc2C(=O)Nc2cccc3ccccc23)cc1	-18.8%[57.5 µM]
44	COc1cc(Nc2nc(-c3ccncc3)nc3ccccc23)ccc1NS(C)(=O)=O	-0.6%
45	O=C(Nc1ccc(-c2ccccc2)cc1)Nc1nnc(-c2ccncc2)s1	?
46	Cc1ccc(C2N=C(Nc3nc4ccccc4o3)NC3=C2C(=O)CCC3)s1 (stereo not given)	7.8%
47	C/C(=C\c1ccsc1)C1Nc2cccc3cccc(c23)N1	14.6%
48	COc1ccc(CC(=O)Nc2ccc(S(=O)(=O)Nc3cc(C)on3)cc2)cc1OC	16.8%
49	Cc1ccc(NC(=O)CN2C(=O)N/C(=C\c3cccn3-c3ccc(C(=O)NOCc4ccccc4)cc3)C2=O)cc1	17.0%
50	O=C(OCC#CCSc1nnc(-c2cccc3ccccc23)o1)c1ccc(OC(F)F)cc1	-1.5%
51	Oc1cc(Nc2cccnc2)cc2cccnc12	4.5%
52	O=S1(=O)N=C(Oc2cccc(Br)c2)c2ccccc21	-6.1%
53	Cn1cc(/C=C/C(=O)c2cccc(F)c2)cc1/C=C/C(=O)NO	-25.0%
54	CCNC(=O)c1ccc(-c2ccc3ncnc(NCc4ccc(C)o4)c3c2)o1	?
55	Cc1nc(CSc2ncnc3ccc(-c4ccc5c(c4)OCO5)cc23)cs1	?
56	Cc1ccc(CN(C)c2ncnc3ccc(-c4ccc(CO)o4)cc23)o1	?
57	Cc1cc(NCc2ccc(NC(=O)Cc3ccc(Cl)c(Cl)c3)cc2)no1	-5.4%
58	COc1cc(NC(=S)N2CCN(c3cccc(C(F)(F)F)c3)CC2)nc2ccccc12	?
59	Cc1cc(C)n2ncc(C(=O)Nc3ccc(S(C)(=O)=O)cc3)c2n1	-0.5%[57.5 µM]
60	Cc1cc(C)n2ncc(C(=O)Nc3ccncc3)c2n1	-3.1%

# (continued)
no.	canonical_smiles	NTMT1 inhibitor
61	CCCCNc1nc(C)nc2c1nc(-c1ccccc1)n2CCCN(CC)CC	-14.4%
62	COc1cccc(CNc2ccc(S(=O)(=O)Nc3cccc(-c4ccccc4)c3)cc2)c1O	8.8%
63	COc1cccc(CN(C)c2ccc([S+](=O)([O-])Nc3nccs3)cc2)c1O	-5.7%
64	CC(C)c1ccccc1-c1ncc(F)c(NCC2CCN(c3cccnc3)CC2)n1	21.2%
65	O=C1CCc2cc(S(=O)(=O)Nc3cccc(B(O)O)c3)ccc2N1	11.3%
66	O=S(=O)(Nc1cccc2cccnc12)c1ccccc1O	24.9%
67	Fc1cnc(-c2ccccc2C(F)F)nc1NCC1CCN(c2cnccn2)CC1	-0.6%
68	COc1ccc(CNc2ccc(-c3nc4ccccc4[nH]3)cc2)cc1OC	-1.0%[57.5 µM]
69	Cn1cncc1CNc1ncnc2ccc(-c3ccc4c(c3)OCO4)cc12	?
70	O=C1CCc2cc(S(=O)(=O)Nc3ccc(-c4ccccc4)cc3)ccc2N1	4.0%
71	Cc1ccccc1C(=O)N1CCc2cc(-c3ccnc(NC(=O)Cc4ccccc4)n3)ccc21	0.4%
72	O=C(Nc1ccc(Cl)c(Cl)c1)Nc1nnc(N2CCNCC2)s1	50.1µM*

# Given field by field: 4 of the compounds above.
61	CCCCNc1nc(C)nc2c1nc(-c1ccccc1)n2CCCN(CC)CC
  NTMT1 inhibitor: -14.4%
64	CC(C)c1ccccc1-c1ncc(F)c(NCC2CCN(c3cccnc3)CC2)n1
  NTMT1 inhibitor: 21.2%
71	Cc1ccccc1C(=O)N1CCc2cc(-c3ccnc(NC(=O)Cc4ccccc4)n3)ccc21
  NTMT1 inhibitor: 0.4%
63	COc1cccc(CN(C)c2ccc([S+](=O)([O-])Nc3nccs3)cc2)c1O
  NTMT1 inhibitor: -5.7%

# (next part)
no.	canonical_smiles	NTMT1 inhibitor
73	O=C(Nc1ccc(-c2nc3ccccc3[nH]2)cc1)c1ccc2c(c1)OCCO2	-14.1%[57.5 µM]
74	Fc1ccc(-c2ccc(Nc3nc(-c4ccncc4)nc4ccccc34)cc2F)c(Cl)c1	?
75	O=C(Cn1nc(-c2ccccc2)ccc1=O)NCCc1ccccc1	-9.9%
76	O=C1CCCC2=C1C1(CCCC1)N=C(Nc1nc3cc(Cl)ccc3o1)N2	4.2%
77	COc1cccc(CNc2ccc(S(=O)(=O)Nc3nc4ccccc4o3)cc2)c1O	12.9%
78	CC(=O)N(C(C)=O)n1c(C)nc2sc3c(c2c1=O)CCNC3	0.2%
79	Cc1sc(C)c2c1C(=O)NS2(=O)=O	6.3%
80	C=CC(=O)N[C@H]1CCOC[C@H]1Nc1ncc2cc(-c3c(Cl)c(OC)cc(OC)c3Cl)ccc2n1	8.9%
81	Cc1cc(C)c(S(=O)(=O)Nc2cccc3cccnc23)c(C)c1	18.1%
82	Cn1nnnc1Sc1ncnc2scc(-c3cccc([N+](=O)[O-])c3)c12	-2.2%
83	O=C1CCCC2=C1C1(CCCOC1)N=C(Nc1nc3ccccc3o1)N2 (stereo not given)	4.7%
84	CN(C(=O)CNC(=O)/C=C/c1cccc(Cl)c1)C1CCS(=O)(=O)CC1	8.5%
85	O=C1Nc2ccccc2/C1=C\c1cc(Br)c(O)c(Br)c1	?
86	CCOC(=O)[C@@]1(CCCCCCOc2ccc(Cl)cc2)CO1	10.3%
87	CCn1cnc2c(Nc3ccc(CCC(=O)N=C(N)N)cc3)nc(C#N)nc21	-1.2%
88	CNc1cc2c(cc1S(=O)(=O)Nc1ccc(C)c(C)c1)CCC(=O)N2	1.1%
89	COc1cc(F)c(S(=O)(=O)N2CCN(S(=O)(=O)c3ccco3)CC2)c(F)c1	4.5%
90	Fc1ccccc1-c1nc(-c2ccc(-c3nn[nH]n3)cc2)no1	-21.5%
91	Cc1cc(C)n2ncc(C(=O)Nc3cc(Cl)cc(Cl)c3)c2n1	9.7%
92	Cc1ccc(NS(=O)(=O)c2cc3c(cc2Cl)NC(=O)CO3)cc1C	10.5%[57.5 µM]
93	N#Cc1ccc(NS(=O)(=O)c2ccc(NC(=O)Cc3ccc(Cl)c(Cl)c3)cc2)cc1	4.0%
94	CCN(CC)CCCC(C)n1c(-c2ccccc2)nc2c(NCCOC)nc(C)nc21 (stereo not given)	-12.9%
95	CN1CCN(c2nn3c(=O)c4ccccc4nc3s2)CC1	-19.1%
96	Cc1cc(N[S+](=O)([O-])c2ccc(NC(=O)Cc3ccc4nccnc4c3)cc2)no1	6.4%

# In a second layout: results already given
73. O=C(Nc1ccc(-c2nc3ccccc3[nH]2)cc1)c1ccc2c(c1)OCCO2
  NTMT1 inhibitor: -14.1%[57.5 µM]
50. O=C(OCC#CCSc1nnc(-c2cccc3ccccc23)o1)c1ccc(OC(F)F)cc1
  NTMT1 inhibitor: -1.5%

# Other records
no.	canonical_smiles	NTMT1 inhibitor
97	Cc1ccc(S(=O)(=O)Nc2ccccc2C(=O)Nc2nc(-c3ccccc3)cs2)cc1	?
98	O=C(O)c1ccc2c(c1)C(=O)N([C@H](Cc1ccc(-c3ccccc3)cc1)C(=O)O)C2=O	14.2%
99	O=c1c2ccccc2nc2sc(Nc3ccc4c(c3)OCO4)nn12	?
100	O=C(CN1C(=O)N/C(=C\c2cccn2-c2cccc(C(=O)O)c2)C1=O)Nc1ccc(F)cc1	?
101	O=C(OCC#CCSc1nnc(-c2cccc3ccccc23)o1)c1cccc(C(F)(F)F)c1	-3.3%
102	COC(=O)c1cc(F)c(S(=O)(=O)N2CCN(S(=O)(=O)c3ccc4c(c3)OCCO4)CC2)cc1F	15.9%
103	Cc1cc(NC(=O)Nc2nnc(-c3ccncc3)s2)ccc1Br	?
104	O=S(=O)(c1ccc(Br)cc1)N1CCN(S(=O)(=O)c2ccc3c(c2)OCCO3)CC1	20.2%
105	COc1nccc(-c2nc(Nc3ccc(F)c(F)c3)c3ccccc3n2)c1Cl	?
106	CN1CCN(c2ccc(Nc3nc(-c4ccncc4)nc4ccccc34)cc2F)CC1	22.4µM*
107	CC(C)c1c(-c2ccccc2)nc2c(C#N)c[nH]n2c1=O	16.4%
108	CN1CCN(c2ccc3nc(-c4cc(C(C)(C)C)c(OCCCC(=O)NCCCN=[N+]=[N-])c(C(C)(C)C)c4)[nH]c3c2)CC1	0.5%
109	CC(=O)c1cccc(NC(=O)c2cnn3c(C)cc(C)nc23)c1	2.0%
110	COc1ccc(COc2ccc(-c3nc4ccccc4[nH]3)cc2)cc1OC	10.1%
111	Cc1cc(/C=C/C#N)cc(C)c1Nc1nc(Nc2ccc3n[nH]nc3c2)c2[nH]cnc2n1	?
112	Cc1ccc(-c2ccc(=O)n(CC(=O)N(C)CCc3ccco3)n2)cc1	7.7%
113	O=C(NO)c1cnc(NC2(c3cccc(F)c3)CCCCC2)nc1	15.6%
114	CCOc1ccc(CCNC(=O)c2cccc(C(=O)c3ccccc3)c2)cc1OCC	5.2%
115	O=C(OCC#CCSc1nnc(-c2cccc3ccccc23)o1)c1ccc2ccccc2c1	-0.4%
116	Cc1ccc(C(=O)OCc2ccc([C@@H](CN)C(=O)Nc3ccc4cnccc4c3)cc2)c(C)c1	?
117	COc1cccc(C2c3c(ncn(-c4ccccn4)c3=N)Oc3ccc4ccccc4c32)c1 (stereo not given)	5.8%[57.5 µM]
